# Assay outcomes deposited in PubChem BioAssay by Broad Institute.
# PGC1a acetyl inh – PGC1a acetylation modulation, inhibitor mode; hit rate 0.17% among 350,000; inhibition, % at 15.6 µM; U2OS PGC1a acetylation, AlphaScreen anti-acetyl-lysine; with virally co-expressed GCN5 acetyltransferase;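 active means every replicate shows inhibition of at least 40%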;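 further: 0% = neutral control wells and 100% = positive control wells; some results beyond the cut were filed as inactive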
# Cneo AK release – Cryptococcus neoformans lysis via adenylate kinase release; C. neoformans lysis, adenylate kinase release luminescence, 4 h; normalised: neutral wells 0, clomiphene wells 100; hit rate 0.2% among 360,000; lysis activity, % at 15 µM;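 active means mean lysis activity across replicates of at least 80%, whatever share of replicates individually reach that level; inactive means mean lysis activity below 80%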
#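 Assay system: C. neoformans cells. Amount: yeast cell density of 5 × 10^6 cells/mL. Technique: AK luminescence. Buffer or medium: YPD. Times: static 4 h at 37 °C with compound, 1 h detection. Dosing: single-point compound dose. Read-out: lysis from increased AK signal.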
# C2C12 statin – suppressors of simvastatin-induced myotoxicity in C2C12 myotubes | AID 602340 | ATP luminescence, 48 h; scaled: DMSO 0, geranylgeraniol control 100 | rescue of ATP level, % at 7.49 µM | hit rate 0.78% among 330,000;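 active means mean ATP rescue above about 67%, or every replicate alone reaching that limit, limit read from the data, passing the limit was not always enough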;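 further: myotubes were challenged with 10 µM simvastatin during compound exposure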
# PglD inh – blocks C. jejuni PglD acetyltransferase activity; AID 602405; inhibition, % at 12.5 µM; hit rate 0.098% among 360,000; purified PglD enzyme, DTNB colorimetric CoA detection; in the data active means inhibition above about 16%, passing the limit was not always enough; further: strong numbers were not always called active
# LGR2 antag – Drosophila LGR2 receptor signaling inhibition. HEK293 LGR2, CRE-luciferase, bursicon-stimulated, 4 h. inhibition, % at 9.99 µM. hit rate 0.35% among 380,000;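 active means drop in luminescence signal, shown as inhibition above about 50% in the replicate tests, limit read from the data, passing the limit was not always enough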;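 further: agonist challenge used bursicon conditioned medium at about half maximal strength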
# GSIS activator – primary screen for activators of insulin secretion dependent on glucose, INS-1E cells, GLuc reporter luminescence. INS-1E GLuc reporter insulin secretion, 2-3 h. hit rate 0.61% among 370,000. activation, % at 16.6 µM;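 active means lowest replicate activation of at least 40%, so every replicate reaches that level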;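 further: 0% = median of neutral control wells and 100% = median of IBMX positive control wells; some compounds called inactive have numbers as strong as hits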
# ARNT TACC3 PPI – ARNT/TACC3 interaction disruption. inhibition, % at 9.99 µM. hit rate 0.66% among 390,000. Q9Y6A5. AlphaScreen His-ARNT PAS-B/GST-TACC3 binding, luminescence; TACC3 fragment carries E629A point mutation;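 active means mean inhibition of replicates at least 50% and at least half of replicates each reaching 50%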;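 further: 0% = complete ARNT plus TACC3 wells and 100% = ARNT alone without TACC3; many hits fall short of the cut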
# PAX8 reporter – lowers PAX8-driven luciferase in RMG-I cells. RMG-I TPO-luciferase reporter, SteadyGlo, 24 h. inhibition, % at 12.6 µM. hit rate 1.2% among 360,000. AID 652154;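 active means mean replicate inhibition at least 60% with every replicate also reaching 60%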;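 further: luciferase light reporting Pax8 driven TPO promoter activity; plate controls were median of neutral control wells for no effect and mitoxantrone controls for full effect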
# Numbers without * were called inactive; / = not tested or not shown; & = joins results of further samples. This is a random part of the collection; 2.9% or so of the library scored in one or more.
# Results follow in this order: PGC1a acetyl inh, ARNT TACC3 PPI, C2C12 statin, GSIS activator, PAX8 reporter, PglD inh, Cneo AK release, LGR2 antag
COc1ccc(NC(=O)Nc2ccc3c(c2)CC(=O)N([C@H](C)CO)C[C@H](C)[C@@H](CN(C)S(=O)(=O)c2ccc(OC)cc2)O3)cc1
 : 9, 4, 21, 4, 2, 2, 1, -25
O=C(NN=C1CCCC1)c1cc(O)cc(O)c1
 : 6, 13, 1, 9, -11, 3, 1, 9
O=C1CC[C@@H](CN(Cc2ccccn2)Cc2nc(-c3ccc(C(F)(F)F)cc3)no2)N1
 : /, 2, 3, 1, 4, /, /, 7
COc1ccc(NC(=O)N(C)C[C@H]2OCCCC[C@H](C)Oc3ccc(NS(=O)(=O)c4ccccc4)cc3C(=O)N([C@@H](C)CO)C[C@@H]2C)cc1
 : 9, -2, /, -14, -8, 4, -2, 1
O=C(O)c1cc(-c2ccccc2)nc(-c2ccccc2)c1
 : 4, 0, -1, /, -3, 1, 1, /
O=C(NCC1CC1)[C@@H]1[C@@H](CO)[C@@H]2Cn3c(ccc(-c4ccccc4)c3=O)[C@@H]2N1CC1CC1
 : 0, -20, 11, 6, 26, 4, -2, -7
COc1cc2c(cc1NC(=O)C(C)N1CCN(S(=O)(=O)c3ccc(C)c(C)c3)CC1)oc1ccccc12 (stereo not drawn)
 : 8, -5, -23, /, 25, 3, -1, /
C[C@@H]1CCCCO[C@@H](CN(C)C(=O)NC2CCCCC2)[C@H](C)CN([C@@H](C)CO)C(=O)c2cc(NS(=O)(=O)c3ccc(F)cc3)ccc2O1
 : -4, -5, /, -12, 13, 0, 0, -3
COc1ccc2c(c1)CCCC21NC(=O)NC1=O (stereo not drawn)
 : -12, -7, -2, 4, /, 2, -3, 27
Cn1c(SCC(=O)NCc2ccc3c(c2)OCO3)nnc1-c1cc2ccccc2cc1O
 : 2, 2, -4, /, /, 2, 0, /
COCC(=O)Nc1ccc2c(c1)OC[C@H](C)N(Cc1cccc(F)c1)C[C@H](C)[C@H](OC)CN(C)C2=O
 : 1, -4, -17, -6, /, 1, -3, -3
Nc1ccc(C(=O)N2CCCC2)cc1CS(=O)(=O)c1ccc(Cl)cc1
 : /, 2, -6, 7, 4, -7, 7, 13
O=C(Nc1ccc(Cl)cc1)N1C[C@@H]2[C@H](c3ccccc31)[C@@H](CO)N2C(=O)c1ccccn1
 : -3, 13, -8, 2, -6, 0, -3, 2
Cc1cc(C)n(-c2nc3sc4c(c3c3nnc(SCC(N)=O)n23)CC(C)(C)OC4)n1
 : 3, 2, /, -13, /, -1, -2, -21
CC(=O)c1cccc(NC(=O)NCc2cccnc2)c1
 : 22, 4, -22, -3, /, 22*, -3, -7
Cc1cc(C(=O)N/N=C/c2ccc([N+](=O)[O-])s2)c2ccccc2n1
 : /, 10, 21, 0, 21, 0, 0, 9
COC(=O)c1c(NC(=O)CC2SC(N)=NC2=O)sc2c1CCC(C)C2 (stereo not drawn)
 : /, 5, /, 8, -14, /, /, -5
O=C(CSc1nnc(-c2cccs2)n1-c1ccccc1)NCc1ccc2c(c1)OCO2
 : /, 6, /, -8, 20, 2, 0, /
C[C@@H]1CN([C@@H](C)CO)C(=O)c2cc(C#Cc3cccc(F)c3)cnc2O[C@H]1CN(C)CC1CCOCC1
 : 0, -4, -2, 0, -14, 2, 1, 4
Nc1ncnc2nc(SCC(=O)Nc3cccc(C(F)(F)F)c3)[nH]c12
 : 1, 2, -4, -8, -15, -5, 2, 0
CC(C)(O)[C@H](O)COc1c2occc2cc2ccc(=O)oc12
 : -5, -4, 0, 7, -20, -3, 4, -14
Cc1ccc(S(=O)(=O)N(C)C[C@H]2Oc3cc(C#Cc4ccncc4)ccc3S(=O)(=O)N([C@H](C)CO)C[C@@H]2C)cc1
 : 36, 1, 10, -1, -40, 3, 46, 0
COc1cccc(NC(=O)N2C[C@H](O)COC[C@@H]3O[C@H](CC(=O)NCc4ccccc4F)CC[C@H]32)c1
 : 3, 22, -1, 3, /, 4, 4, -16
O=C(CN1CCOCC1)N[C@@H]1CC[C@H](CCn2cc(C3CCCCC3)nn2)O[C@H]1CO
 : 5, -6, 3, -5, /, 0, 1, -22
C=C(C)CN(CC)C(=O)CN1C(=O)NC2(CCc3ccccc32)C1=O (stereo not drawn)
 : -9, -9, 7, -7, 14, -3, -1, 18
COc1ccc(-c2nnc(SCc3cccc(C#N)c3)o2)cc1
 : -6, -3, 7, 5, /, 2, 3, -2
CO[C@H]1CN(C)C(=O)c2cc(NS(=O)(=O)c3ccc(F)cc3)ccc2OC[C@H](C)NC[C@@H]1C
 : -14, -6, -9, 0, 2, 2, -3, 15
O=C(Nc1nccs1)C(NS(=O)(=O)c1ccc(Br)s1)c1ccccc1 (stereo not drawn)
 : -1, /, /, -12, /, -1, 0, 11
COC(=O)c1ccc(-n2c(C)cc(C(=O)CSc3cccc[n+]3[O-])c2C)cc1
 : /, 1, /, -12, 14, /, /, 4
CC(C)Cn1c([N+](=O)[O-])nc2c1c(=O)[nH]c(=O)n2C
 : 4, -1, /, 10, 78*, 2, -1, 9

# The list goes on; the last two above are carried over.
# Results follow in this order: PGC1a acetyl inh, ARNT TACC3 PPI, C2C12 statin, GSIS activator, PAX8 reporter, PglD inh, Cneo AK release, LGR2 antag
COC(=O)c1ccc(-n2c(C)cc(C(=O)CSc3cccc[n+]3[O-])c2C)cc1
 : /, 1, /, -12, 14, /, /, 4
CC(C)Cn1c([N+](=O)[O-])nc2c1c(=O)[nH]c(=O)n2C
 : 4, -1, /, 10, 78*, 2, -1, 9
C[C@H](CO)N1C[C@H](C)[C@H](CN(C)C(=O)Cc2ccccc2)OCCCC[C@H](C)Oc2ccc(NC(=O)NC3CCCCC3)cc2C1=O
 : -3, -8, /, -9, -2, 0, -12, -5
COc1ccccc1CNS(=O)(=O)CCNC(=O)c1ccccc1
 : /, -2, /, 7, -1, 0, -2, 8
COc1ccc(C(CCc2cc(OC)c(OC)c(OC)c2)NC(C)=O)cc1 (stereo not drawn)
 : -2, -3, 1, 3, -5, 1, 0, -5
Cc1ccc(C(=O)Nc2ccccc2Oc2ccccc2)o1
 : 6, -10, /, 1, -10, 2, 0, 1
O=C(Cc1ccc(NC(=O)C2CCN(C(=O)C3CCCCC3)CC2)cc1)Nc1cccc(C(=O)N2CCCCC2)c1
 : -10, -1, 4, -8, 11, -4, 0, -14
CCOC(=O)N1CCN(C(=O)COc2ccccc2[N+](=O)[O-])CC1
 : -22, 1, /, 7, -3, /, /, -3
CCN(CC)c1ccc(/C=N/N2CCOCC2)cc1
 : 2, 1, /, /, -143, 4, 0, /
COc1ccccc1-c1nnc(Nc2nc3c(OC)cccc3s2)o1
 : -12, -9, -31, /, 27, 3, -2, /
CNS(=O)(=O)c1cccc(C(=O)OCC(=O)c2cc(C)n(CC3CCCO3)c2C)c1 (stereo not drawn)
 : -3, /, 9, -8, -89, 0, -5, -41
Cc1cc(C)c(C)c(S(=O)(=O)N2CCN(C(=O)C3CCC3)CC2)c1C
 : /, 2, /, 25, 9, /, /, -5
COCC#Cc1ccc2c(c1)O[C@H](CN(C)C(C)=O)[C@H](C)CN([C@H](C)CO)S2(=O)=O
 : 8, -11, /, 7, /, -2, 0, -7
CNC(=S)N(CCc1c(C)[nH]c2ccc(F)cc12)Cc1ccco1
 : 6, -3, 5, -7, 20, 7, -2, 0
Cc1cc(C)cc(NC(=O)CN(C)S(=O)(=O)c2cnc[nH]2)c1
 : 2, -10, 4, /, /, -3, 2, /
CN1c2ccc(-c3ccccc3)cc2[C@@H]2[C@@H](CCN2C(=O)c2cccc(F)c2)[C@@H]1CO
 : 5, -5, 41, -36, 13, 2, -1, 5
COc1ccc(-c2noc(CCC(=O)N3CCN(c4cc(C)ccc4C)CC3)n2)cc1
 : -8, /, /, -22, /, 3, 0, 3
C[C@@H]1CN([C@@H](C)CO)C(=O)c2cc(NC(=O)Nc3ccc(C(F)(F)F)cc3)ccc2O[C@@H](C)CCCCO[C@@H]1CN(C)Cc1ccc(C(=O)O)cc1
 : 12, -1, /, 6, -4, 0, 3, 10
CCOC(=O)COc1ccc2c(=O)cc(-c3ccccc3)oc2c1
 : -7, /, /, 9, 3, 2, 2, 1
CCOc1cc(/C=N/N=C(\N)c2nonc2N)cc(Br)c1OCc1cccc2ccccc12
 : 1, -7, -31, /, 24, 5, -1, /
Cc1ccc(NC(=O)NCCN2CCN(c3ccccc3)CC2)cc1Cl
 : -8, -4, -21, 8, -18, -1, -4, -15
COc1ccccc1N1CCN(C(=O)c2ccc(CN3CCOCC3)cc2)CC1
 : 2, 3, /, 3, 11, /, /, -6
Cc1cccnc1NC(=O)C(c1ccccc1)c1ccccc1
 : 1, 0, -19, 21, -11, -1, 11, 9
Cc1noc(C)c1S(=O)(=O)Nc1ccc2c(c1)CC(=O)N([C@H](C)CO)C[C@@H](C)[C@@H](CN(C)Cc1ccc3c(c1)OCO3)O2
 : 6, 24, 4, 7, -27, 3, 2, -12
CC(C)(C)NC(=O)CN(Cc1ccc2c(c1)OCO2)C(=O)CNS(=O)(=O)c1ccccc1
 : 2, 1, 40, 21, 9, 5, 1, 3
Cc1ccc(CNC(=O)/C=C/c2ccc(Br)o2)cc1
 : /, -1, /, 0, -6, /, /, 16
C#CC(C)(CC)NC(=O)Cn1nnc(-c2cccc(C(F)(F)F)c2)n1 (stereo not drawn)
 : -31, /, 6, -6, 18, -3, 1, 4
CCC1CCCCN1CCCNC(=O)CNC(=O)c1nn(-c2ccc(OC)cc2)c(=O)c2ccccc12 (stereo not drawn)
 : /, 1, -4, 3, 13, 0, -1, 7
Cc1cccc(/C=C\c2nc3ccccc3c(=O)[nH]2)c1
 : /, 0, /, 4, -50, 2, -2, -8
Cc1ccc2c(c1)C(=O)N1[C@H]3c4cc(Cl)ccc4OC[C@@H]3[C@H](c3ccccc3)[C@]1(C)C(=O)N2
 : -3, -3, -13, -10, 4, -2, 0, -3
CCCCN(C=O)c1c(CC)nc2c(OCC(=O)c3ccc(F)cc3)cccn12
 : 8, /, -11, /, -14, 2, 0, /
CN(C)CCN(C(=O)/C=C/c1cccs1)c1nc2ccc(F)cc2s1
 : /, 0, /, 9, -22, /, /, 10

# Later entries:
# Results follow in this order: PGC1a acetyl inh, ARNT TACC3 PPI, C2C12 statin, GSIS activator, PAX8 reporter, PglD inh, Cneo AK release, LGR2 antag
COc1ccccc1N(C(=O)c1snc(C(N)=O)c1N)C(C(=O)NC1CCCC1)c1ccc(N(C)C)cc1 (stereo not drawn)
 : /, -1, -7, -11, -4, 5, 3, 29
C[C@H](CO)N1C[C@H](C)[C@@H](CN(C)S(=O)(=O)c2cccc(F)c2)Oc2ncc(Br)cc2C1=O
 : -17, -3, -6&6, 5&10, 8, 2&-1, 0&-1, 14&19
O=C(CSc1nnc2ccccn12)Nc1ccc2c(c1)OCCO2
 : -5, -6, -7, -2, -119, /, /, -30
CN(C)CCCNC(=O)c1ccc(-c2cc3nc(NCc4cccnc4)n(C)c(=O)c3s2)cc1
 : 2, /, -2, -14, -3, -1, 0, -17
COCCNC(=O)c1ccc(NS(=O)(=O)c2cc(C)ccc2C)cc1
 : 4, -13, -7, /, /, 4, 5, /
O=C(C[C@H]1CC[C@H]2NC[C@@H](O)COC[C@@H]2O1)NCc1ccc(Oc2ccccc2)cc1
 : 1, 9, 11, 8, -2, 3, 1, 13
Cc1nc2c(c(=O)n1CCC(C)C)c1nc3ccccc3nc1n2CC1CCCO1 (stereo not drawn)
 : 14, -21, /, -5, -4, -1, 0, -3
COc1ccc(OC)c(N=Cc2c(O)c3ccccc3oc2=O)c1
 : -7, -3, 10, 14, -5, 3, -1, -2
COCC#Cc1ccc([C@H]2[C@@H](CO)N3CCCCN(S(=O)(=O)c4cccc(OC)c4)C[C@H]23)cc1
 : -6, 13, /, 18, -15, 0, 1, -10
CCc1ccc(C(=O)c2ccccc2C(=O)O)s1
 : 7, 6, 10, /, 7, -1, -1, /
